AmpC inh det – Promiscuous and Specific Inhibitors of AmpC Beta-Lactamase (assay with detergent); P00811; purified AmpC, nitrocefin hydrolysis with detergent; Potency, µM (highest dose often 28.7 µM), without a hit: top-dose activity change, negative = inhibition; hit rate 0.09% among 71,000; active = well fitted curve in the direction sought with a large enough effect
Target sequence (P00811 whole entry, looked up): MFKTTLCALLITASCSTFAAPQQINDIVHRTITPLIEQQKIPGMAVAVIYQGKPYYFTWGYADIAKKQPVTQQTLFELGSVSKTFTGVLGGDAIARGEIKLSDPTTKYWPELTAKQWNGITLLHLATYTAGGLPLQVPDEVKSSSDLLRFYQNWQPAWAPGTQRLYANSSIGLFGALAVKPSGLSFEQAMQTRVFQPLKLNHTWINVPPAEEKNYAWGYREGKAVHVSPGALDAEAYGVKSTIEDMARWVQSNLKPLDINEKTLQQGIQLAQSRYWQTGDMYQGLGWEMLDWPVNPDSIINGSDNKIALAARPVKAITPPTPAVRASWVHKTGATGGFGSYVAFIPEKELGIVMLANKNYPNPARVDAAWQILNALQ
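E. coli AmpC (5.3 nM) in 20 mM phosphate pH 7.0 with 0.01% Triton X-100, preincubated 15 min RT with compound; nitrocefin (2 uL of 800 uM stock) hydrolysis followed by 480 nm absorbance every 20 s over 4 min.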
* hit, by the source's call; [ ] = another dose, or the depositor's remark. % is set by controls: 0 for no effect and ±100 for the full control effect; potency is the fitted concentration of half-maximal effect. Not all compounds are listed. The share of hits here may be higher or lower than overall.

SMILES	AmpC inh det
COC(=O)COc1ccc2occ(C(C)=O)c2c1	8.8%
O=C(COC(=O)c1ccc(S(=O)(=O)NCc2ccco2)cc1)Nc1ccccc1OC(F)F	-4.7%
O=S1(=O)CC(O)C(N2CCC(c3ccccc3)CC2)C1 (stereo unspecified)	-1.6%
Cc1oc(-c2ccccc2F)nc1CN1CCC(C(=O)NCc2cccs2)CC1	-2.9%
CC(=O)N(C)c1ccc(NS(=O)(=O)Cc2ccccc2)cc1	-1.9%
CCc1nnc(NC(=O)CSc2nnc(Cc3cccn3C)n2C)s1	11.4%
CCCCNc1nc(C)nc2c1nc(-c1ccccc1)n2CC1CCCN1CC (stereo unspecified)	17.6%
COc1cc(CNC2CCCC2)cc(OC)c1OC	-2.4%
CCCN(CCC)S(=O)(=O)c1ccc(NS(C)(=O)=O)cc1	-2.0%
CC(C)NC[C@@H](O)c1ccc(O)c2ncccc12	-3.0%[5.75 µM]
CCOc1ccc(C(=O)Nc2c3c(nn2-c2cccc(Cl)c2)CS(=O)C3)cc1 (stereo unspecified)	-0.2%
O=C(c1ccccc1F)N1CCN(S(=O)(=O)c2ccc(S(=O)(=O)N3CCCCC3)cc2)CC1	9.6%
CCOC(=O)c1c(P(=O)(N2CCOCC2)N2CCOCC2)noc1N	-6.6%
COCCNC(=O)NC1(C(F)(F)F)Oc2ccc(Cl)cc2O1 (stereo unspecified)	-3.3%
COc1ccc(Cl)cc1S(=O)(=O)NCc1cccs1	-6.7%
CN(C)S(=O)(=O)c1cccc(C(=O)NCCc2ccccc2)c1	-1.6%
CCOC(=O)c1c(NC(=O)CSc2nnc(-c3cccnc3)o2)sc(C)c1C	-12.1%
CCOc1ccc(CCNS(=O)(=O)c2cnc[nH]2)cc1OCC	-1.7%
CCN(c1nc(N)c(C(=O)N=C(N)N)nc1Cl)C(C)C	0.5%
CCOC(=O)Cc1csc(NC(=O)COc2ccccc2OC)n1	13.2%
O=C1CC(C(=O)Nc2ncccn2)C(c2ccccc2)O1 (stereo unspecified)	-2.3%
COc1ccc(CN2CCN(C(=O)COc3cccc(C)c3)CC2)c(OC)c1	1.8%
Cc1nnc(Sc2nc(Sc3nnc(C)s3)nc(N3CCN(C)CC3)n2)s1	10.9%
CCOC(=O)Nc1cc(C)ccc1OC	0.4%
O=C(Nc1ccc(OC(F)(F)F)cc1)c1cnc2n(c1=O)CCS2	13.0%

An excerpt of these results, with each value named:
CC(C)NC[C@@H](O)c1ccc(O)c2ncccc12
  AmpC inh det = -3.0%[5.75 µM]

CCOc1ccc(C(=O)Nc2c3c(nn2-c2cccc(Cl)c2)CS(=O)C3)cc1 (stereo unspecified)
  AmpC inh det = -0.2%

Next structures follow.
SMILES	AmpC inh det
COc1cc(S(=O)(=O)Nc2ncccc2C)c(OC)cc1Cl	-3.6%
COCc1nc2ccccc2n1Cc1ccccc1Br	10.0%
O=C(O)CCSc1nnnn1-c1ccccc1	11.1%
COc1cc(S(=O)(=O)Nc2cccnc2)ccc1F	-3.7%
O=C(C1CCCCC1)N1CCN(c2ccccc2F)CC1	-2.4%
COc1ccccc1-c1ccc2ncnc(N(C)C)c2c1	9.5%
CCN(CCCNC(=O)CCc1nc(-c2ccc(C)cc2)no1)c1cccc(C)c1	-5.4%
N#Cc1c(NC(=O)c2cc(C3CC3)on2)sc2c1CCC2	-5.3%
O=C1CC(SCc2nc3ccccc3[nH]2)C(=O)N1c1cccc(F)c1 (stereo unspecified)	-3.0%
CCCCCCC(C)n1[nH]c(=O)c2c(C)cc(=O)[nH]c21 (stereo unspecified)	-3.6%
COc1ccc(NC(=O)C2C(=O)N(C)C3(C)CC2c2ccccc2O3)cc1 (stereo unspecified)	-5.6%
S=C(c1ccc(-c2ccccc2Cl)o1)N1CCOCC1	6.6%
COc1ccc(C(=O)CSc2nccc(=O)[nH]2)cc1	-1.6%
O=C(NCc1ccccc1Cl)C1CCN(C(=O)c2sccc2-n2cccc2)CC1	3.7%
N#Cc1cc(C(=O)c2cc(Br)ccc2O)cn(C2CC2)c1=O	-2.1%
COC(=O)C1C(=O)NC(SC)=C(C#N)C1c1ccccc1 (stereo unspecified)	0.8%
CC1(C)CC2(CC(C)(C)N1)OC(=O)N1CCc3ccccc3C12C (stereo unspecified)	14.6%
O=C(/C=C\Nc1ccc2c(c1)OCO2)c1ccccn1	6.2%
CC(C)(CC(=O)O)Cc1nc(-c2ccc(Cl)cc2)no1	12.5%
COc1ccc(N2C(=O)C3CCCN3C2c2ccc(F)cc2)cc1Cl (stereo unspecified)	-3.1%
COc1ccc(Cl)cc1C(=O)Nc1ccccc1N1CCN(C)CC1	1.3%
CCOC(=O)C1CSC(CC(=O)Nc2ccc(Cl)cc2)C(=O)N1 (stereo unspecified)	11.0%
Cc1ccc(S(=O)(=O)NCCCNC(=O)c2ccccc2)cc1	-2.1%
COc1cc(C(N)=O)cc(Br)c1OC	-4.0%
COc1ccc(S(=O)(=O)N(C)CC(=O)N2CCC(C(N)=O)CC2)cc1	-4.2%
Following part
SMILES	AmpC inh det
Cn1cccc1Cc1nnc(SCC(=O)Nc2cccc(F)c2)n1CCc1ccccc1	6.3%
CCOC(=O)c1c(C)n(C)c2ccc(OC(=O)c3ccoc3)cc12	-0.6%
CCOC(=O)N1CCN(C(=O)CS(=O)(=O)c2cn(Cc3ccccc3C)c3ccccc23)CC1	-2.4%
Cc1ccc(S(=O)(=O)c2c(C)nn(C(C)(C)C)c2OC(=O)C(C)(C)C)cc1	-1.1%
Cc1cc(C)nc(N2CCC(C(=O)NC3CCCc4ccccc43)CC2)n1 (stereo unspecified)	-3.1%
Cc1ccc(C2C(C#N)=C(N)Oc3nc(-c4ccccc4)[nH]c32)o1 (stereo unspecified)	-3.5%
CN1CCN(c2ncc3nc(-c4cn(C)c5ccccc45)c(=O)n(-c4ccccc4)c3n2)CC1	-3.0%
O=C1Cc2ccccc2C(=O)N1CCc1ccccc1	11.3%
CCCn1cc(SCC(=O)Nc2nnc(C)s2)c2ccccc21	7.7%
C=CCNc1nc(-c2c(C)nc3sccn23)cs1	-4.2%
O=C(c1cc2ccccc2oc1=O)N(Cc1ccco1)C1CCS(=O)(=O)C1 (stereo unspecified)	-1.4%
Cc1cccc(C)c1NC(=O)C1(NC(=O)C2CCCN2C(=O)OC(C)(C)C)CCCCC1 (stereo unspecified)	0.7%
CCOC(=O)Cc1nnc(NC(=O)CC)s1	0.0%
Cc1c(C(=O)O)oc2ccc(S(=O)(=O)NCc3ccccc3)cc12	-2.2%
CCCCNC(=O)CCC(=O)Nc1ccc2nc(N3CCOCC3)cc(C)c2c1	-1.2%
O=C(NC1CCCCC1)c1cc(-c2ccco2)on1	-9.6%
Cc1nc2sc(C(c3ccco3)N3CCC(C)CC3)c(O)n2n1 (stereo unspecified)	6.7%
O=C(O)c1cc(NCc2c(F)cccc2Cl)ccc1N1CCOCC1	-3.1%
Cc1cc(NC(=O)c2cnn3c(C(F)F)cc(-c4ccccc4)nc23)no1	-2.3%
Nc1cc(C(Cl)=C(Cl)Cl)c(S(N)(=O)=O)cc1S(N)(=O)=O	-5.4%[12.8 µM]
CC(C)NC(=O)N1CCC2(CC1)CCN(S(=O)(=O)c1ccccc1)CC2	-1.2%
COc1ccc(C(=O)N2CCC3(CCCN(c4ccccn4)C3)CC2)cc1	0.8%
O=C(CCc1nc2ccccc2[nH]1)Nc1ccc(F)cc1	-3.3%
COc1cccc(NC(=O)c2ocnc2C)c1	-10.9%
Cc1ccc2nsnc2c1S(=O)(=O)N1CCN(C(=O)C2CCCO2)CC1 (stereo unspecified)	3.2%

Entries from the list above containing bromine, in the order listed:
SMILES	AmpC inh det
COCc1nc2ccccc2n1Cc1ccccc1Br	10.0%
N#Cc1cc(C(=O)c2cc(Br)ccc2O)cn(C2CC2)c1=O	-2.1%
COc1cc(C(N)=O)cc(Br)c1OC	-4.0%

Five compounds picked at random from those above, as already listed:
SMILES	AmpC inh det
Cc1nc2sc(C(c3ccco3)N3CCC(C)CC3)c(O)n2n1 (stereo unspecified)	6.7%
CCOC(=O)Cc1nnc(NC(=O)CC)s1	0.0%
Cc1c(C(=O)O)oc2ccc(S(=O)(=O)NCc3ccccc3)cc12	-2.2%
Cc1ccc2nsnc2c1S(=O)(=O)N1CCN(C(=O)C2CCCO2)CC1 (stereo unspecified)	3.2%
O=C(O)c1cc(NCc2c(F)cccc2Cl)ccc1N1CCOCC1	-3.1%

(more compounds)
SMILES	AmpC inh det
COc1ccc(OC)c2[nH]c(=O)c(CCNC(=O)C(C)C)cc12	11.7%
CCOC(=O)NC(=O)CSc1ccccn1	-2.7%
COCCNc1nc(-c2ccccc2OC)nc2ccccc12	10.6%
Cc1cc(NC(=O)CSc2nc(C(C)C)nc3sc4c(c23)CCCC4)no1	-2.2%
CCc1nc2ccccc2n1Cc1ccc(OC)c(OC)c1	9.3%
O=C(CSc1nnc(C2COc3ccccc3O2)o1)Nc1nccs1 (stereo unspecified)	5.0%
CCOc1nc(NCCc2ccc(OC)c(OC)c2)nc(NC(C)(C)CO)n1	8.2%
COc1ccc(C)cc1NC(=O)CSc1nnc(-c2ccccn2)n1Cc1ccco1	-2.7%
CN(C)c1nc(N)nc(-c2cccnc2)n1	14.0%
O=C(Cc1cccs1)N1CCC(c2nc3c(nnn3Cc3ccccc3Cl)c(=O)[nH]2)CC1	-5.9%
COC(=O)[C@]1(C)C[C@H]1[C@H](NP(=O)(c1ccccc1)c1ccccc1)c1ccccc1	12.9%
CC(C)(C)C1(C)OC(C(N)=O)C(C(N)=O)O1 (stereo unspecified)	5.2%
O=C(CCNc1ccc(Cl)c(C(F)(F)F)c1)c1ccco1	-8.6%
O=C(c1ccco1)N1CCC2(CCCN(Cc3ccccc3)C2)CC1	0.7%
C=CCn1c(=O)c2ccccc2n2c(SCC(=O)NCCc3ccccc3)nnc12	-1.1%
Cc1ccc(C(=O)NCCCCNC(=O)c2ccc(C)o2)o1	1.7%
CC1Cn2c(nnc2-c2ccc(F)cc2)S1 (stereo unspecified)	12.6%
Cc1occc1-c1nnc(SCC(=O)N2CCN(c3ccccc3)CC2)n1C	2.1%
Cc1nc(NCCO)c2nc(-c3ccccc3)n(CC3CCN(C)CC3)c2n1	20.7%
COc1cccc(NC(=O)N2CCN(c3cccc(C)c3C)CC2)c1	1.5%
CC(C)C[C@@H](CC(=O)N[C@@H](CCC(=O)O)CC(=O)O)NC(=O)[C@@H]1CNCC[C@H]1NC(=O)C[C@@H](NC(=O)C[C@H](CO)NC(=O)[C@@H]1CNCC[C@H]1N)C(C)C	-5.2%
O=C(O)CSCC(=O)Nc1cc(C(F)(F)F)ccc1Cl	26.5%
CC1(C)CC(=O)C2=C(C1)OC(N)=C(C#N)C2c1ccccc1OC(=O)N1CCOCC1 (stereo unspecified)	-9.9%
Cc1ccc(C(O)c2nccn2C)o1 (stereo unspecified)	-2.3%
Clc1cccc(-c2nnc(-c3ccccc3)o2)c1	7.3%
Remaining list, next part.
SMILES	AmpC inh det
COc1cccc(C(c2nnnn2CS(=O)(=O)c2ccc(C)cc2)N2CCN(C)CC2)c1OC (stereo unspecified)	-2.1%
CCCCOC(=O)c1ccccc1C(=O)OCc1ccccc1	22.2%
Cn1c(NCCN2CCOCC2)nc2c1c(=O)n(Cc1cccc(Cl)c1)c(=O)n2C	-3.4%
O=C(Nc1cccc(Br)c1)c1ccn[nH]1	-5.7%
CC1(C)C(c2ccccc2)=NC(c2ccc(F)cc2)N1O (stereo unspecified)	7.8%
COc1cc2c(cc1OC)CN(C(=O)c1ccccc1C(=O)O)CC2	-3.1%
Cc1cc(=O)n2nc(N3CCC(C(=O)NCCc4ccccc4)CC3)sc2n1	9.5%
CCN(Cc1ccccc1)C(=O)Cn1cnc2c1c(=O)n(C)c(=O)n2C	18.7%
O=C(O)c1nc2ccccc2nc1C(=O)O	-4.2%
O=C(Nc1ccc(Oc2ccc(NC(=O)c3ccco3)c(NC(=O)c3ccco3)c2)cc1)c1ccco1	-2.3%
O=S(=O)(c1ccc2c(c1)OCCO2)N(Cc1ccc(F)cc1)Cc1nnc(-c2cccs2)o1	15.0%
Cc1ccc(NC(=O)C2CCN(S(=O)(=O)c3cnc[nH]3)CC2)nc1	19.2%
O=C(CCn1c(=O)[nH]c2ccccc2c1=O)NCCCN1CCN(c2cccc(Cl)c2)CC1	-1.4%
Cc1cc(C)n(C(=O)CCC2COc3ccccc3O2)n1 (stereo unspecified)	-3.8%
O=C(NC1CCCCC1)C1CCN(S(=O)(=O)N2CCCCCC2)CC1	-3.6%
O=c1cc(N2CCc3ccccc3C2)[nH]c(=O)n1C1CCCCC1	-3.5%
COc1cccc(NC(=O)CCP(C)(=O)O)c1	17.3%
CC(C)C(NC(=O)c1ccccc1NC(=O)c1ccco1)C(=O)O (stereo unspecified)	18.7%
Cc1ccc(S(=O)(=O)N2CCCC2C(=O)Nc2nc3ccccc3s2)cc1 (stereo unspecified)	12.5%
COC(=O)c1ccc(OCC(=O)c2ccc(O)cc2O)cc1	20.8%
CCOC(=O)N1CCN(C(=O)c2ccc3c(SCC(=O)O)c4c(nc3c2)CCC4)CC1	7.2%
Cc1ccc(C)c(NC2=NCCCS2)c1	3.6%
Cc1cc(C(=O)Nc2cnn(Cc3ccc(Cl)cc3Cl)c2)no1	-8.1%
COc1ccccc1CCn1c(=O)c(C)nc2cncnc21	-2.1%
Cc1c(C(=O)O)cnc2cc(-c3ccc(Cl)cc3)nn12	14.3%
Next structures:
SMILES	AmpC inh det
COCCn1c(=O)c(-c2cn(C)c3ccccc23)nc2cnc(Oc3ccc(OC)cc3)nc21	0.2%
C=CCSC1=C(C#N)C(c2ccccc2)CC(=O)N1 (stereo unspecified)	8.2%
CC(C)Sc1nc2c(c(=O)n(C)c(=O)n2C)n1Cc1ccc(Cl)cc1	-4.7%
CCCNS(=O)(=O)c1ccc2c(c1)CCCN2C(C)=O	-0.8%
CSc1nnc(-c2ccco2)n1-c1ccccc1	1.2%
C[C@]12CC[C@H](O)C[C@@H]1CC[C@H]1[C@H]2CC[C@]2(C)[C@H](C(=O)CO)CC[C@@H]12	-0.5%
CCCCOC(=O)c1ccc(NC(=O)c2cnccn2)cc1	-2.4%
Cc1coc2c1CCC(C)C2 (stereo unspecified)	8.1%

Bioassay records as filed in PubChem BioAssay.
